DTT redox prof: compounds producing H2O2 with reducing agent – biochemical, NIH compound library profiling, artefact control for MLSCN library redox annotation, primary screen. AID 878. 200,000 tested, 0.03% active. activation, % at 10 µM. DTT-dependent redox cycling H2O2, phenol red/HRP absorbance; 100% = 100 µM peroxide control, 0% = buffer;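 active means activation of at least 50% relative to the plate's high and low controls in the primary single-dose screen; inactive means activation below 50%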;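 further: compound incubated with DTT at 0.8 mM final as the reducing agent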
S1P3 antagonist: blocks the human S1P3 receptor; CHO S1P3 NFAT-BLA reporter, FRET fluorescence, antagonist mode; 170,000 tested, 0.27% active; inhibition, % at 4.98 µM; Q99500;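 active means inhibition above the plate cutoff, the mean inhibition of test wells on that plate plus 3 SD, cut at about 28% in these data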;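 further: cells challenged with S1P at its EC80 of 0.8 µM; blue over green emission ratio from cleaved BLA substrate after 4 h stimulation; 0% = S1P-stimulated wells and 100% = unstimulated DMSO-only wells; some compounds past the cut are filed as inactive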
Target sequence (Q99500 whole entry, looked up): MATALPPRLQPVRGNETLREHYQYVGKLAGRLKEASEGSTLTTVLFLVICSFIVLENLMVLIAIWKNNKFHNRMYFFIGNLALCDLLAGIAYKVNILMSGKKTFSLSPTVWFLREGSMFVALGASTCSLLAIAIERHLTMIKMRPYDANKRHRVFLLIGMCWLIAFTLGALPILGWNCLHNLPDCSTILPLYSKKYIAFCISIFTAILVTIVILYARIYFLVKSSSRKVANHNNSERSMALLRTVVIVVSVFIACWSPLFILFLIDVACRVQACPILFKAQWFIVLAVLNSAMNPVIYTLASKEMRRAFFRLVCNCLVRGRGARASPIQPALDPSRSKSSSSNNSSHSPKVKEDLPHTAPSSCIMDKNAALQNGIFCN
SRC2 TRFRET art: counter-screen for PPARgamma SRC-2 recruitment agonists: TR-FRET artefact; hits give high values; TR-FRET ratio at 8 µM; 200,000 tested, 0.4% active; AID 1049; in the data active means TR-FRET ratio above about 2000; further: inactives centre near 1500; reference of the scale not given here
PPARg SRC1 recr: agonists of human PPARgamma SRC-1 coactivator recruitment | 200,000 tested, 0.41% active | activation, % at 8 µM | AID 631 | P37231 | PPARgamma-SRC-1 coactivator recruitment biochemical assay; in the data active means activation above about 19%;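 further: 0% = DMSO and 100% = reference agonist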
Target sequence (P37231 whole entry, looked up): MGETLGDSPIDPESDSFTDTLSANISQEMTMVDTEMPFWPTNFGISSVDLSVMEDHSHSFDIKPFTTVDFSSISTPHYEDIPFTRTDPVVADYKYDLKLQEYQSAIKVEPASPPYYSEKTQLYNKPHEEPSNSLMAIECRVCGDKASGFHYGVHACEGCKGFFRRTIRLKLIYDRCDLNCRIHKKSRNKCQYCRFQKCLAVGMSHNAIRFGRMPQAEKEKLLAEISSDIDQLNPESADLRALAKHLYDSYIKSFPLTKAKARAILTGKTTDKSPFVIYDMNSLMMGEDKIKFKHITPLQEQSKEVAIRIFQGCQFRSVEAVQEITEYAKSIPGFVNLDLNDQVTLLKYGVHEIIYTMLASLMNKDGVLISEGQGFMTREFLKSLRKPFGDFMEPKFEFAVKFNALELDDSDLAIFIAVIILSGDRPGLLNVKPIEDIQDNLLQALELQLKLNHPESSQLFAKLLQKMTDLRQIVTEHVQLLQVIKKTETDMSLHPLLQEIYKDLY
Lmaj promast: inhibitors of Leishmania major promastigote growth; inhibition, % at 10 µM; AID 1063; 200,000 tested, 9% active; Leishmania major promastigotes, resazurin fluorescence viability; in the data active means inhibition above about 50%;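 further: promastigotes grown with compound for 44 hours at 28 °C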
PPARg SRC3 recr: agonists of human PPARgamma SRC-3 coactivator recruitment | activation, % at 8 µM | biochemical PPARgamma/SRC-3 coactivator recruitment assay | P37231 | 200,000 tested, 0.26% active; in the data active means activation above about 23%;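 further: 0% = DMSO and 100% = reference agonist; some compounds past the cut are filed as inactive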
bIAP inh: intestinal alkaline phosphatase (bovine) inhibition; purified bovine IAP, CDP-star luminescence, 30 min; inhibition, % at 20 µM; 190,000 tested, under 10 active;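 active means over 50% inhibition of intestinal alkaline phosphatase at 20 µM in the single-dose screen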
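Assay system – bovine IAP enzyme · Quantity – bovine IAP at 1/65,000,000 final dilution · Detection – CDP-star luminescence signal · Times – 30 min reaction at room temperature · Also added – CDP-star substrate at 30 µM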
TLR4 MyD88 comp: TLR4-MyD88 interaction inhibition in cells; AID 861; 200,000 tested, 0.18% active; HeLa CL3-4 TLR4/MyD88 BLA complementation, FRET ratio; inhibition, % at 8.4 µM; in the data active means inhibition above about 25%;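 further: 0% = vehicle and 100% = reference inhibitor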
PPARg SRC-2 ag: PPARgamma-driven SRC-2 recruitment agonism | 200,000 tested, 0.34% active | PPARgamma LBD-SRC-2 recruitment, biochemical | activation, % at 8 µM | AID 1032; in the data active means activation above about 22%;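 further: 0% = vehicle and 100% = reference agonist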
bIAP activator: intestinal alkaline phosphatase (bovine) activation | activation factor at 20 µM | 200,000 tested, 0.17% active | purified bovine IAP, CDP-star luminescence, 30 min; hits give high values; fold of DMSO-control signal, blank-subtracted;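 active means activation factor of 2 or more at 20 µM, a signal rise over negative controls twice the positive control's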
ROMK mod: modulates human ROMK potassium channel activity; Tet-inducible ROMK, thallium flux fluorescence; actives lie on both sides; P48048; 130,000 tested, 2% active; AID 1918; B-score at 10 µM;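 active means signal ratio slope over the read window, or its plate-corrected B-score, at least 3 SD from the plate mean, either direction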;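 further: B-score of the F/F0 ratio slope over 7 to 12 s after thallium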
* marks the source's active call; other numbers are inactive results; . = not tested or not shown.

1: NC(=O)CN1CCOCCOCCOCCOCCOCC1
2: O=C(/C=C/c1ccc(OCCCF)cc1)NCc1cccc(Cl)c1
3: CCOc1cc(C2/C(=C(\O)c3cc(C)ccc3C)C(=O)C(=O)N2CCN(C)C)ccc1O (stereo not given)
4: O=C(CCCc1ccccc1)NC1CCSC1=O (stereo not given)
5: CC(C)NC(=S)N1CCN(S(C)(=O)=O)CC1
6: Cc1cnc(C(=O)OCC(=O)NC2CCCC(C)C2C)cn1 (stereo not given)
7: O=c1[nH]c(NCCO)nc2c1C1(CCCC1)Cc1ccccc1-2
8: CCC1CCCCN1C(=O)c1noc(C(C)C)c1[N+](=O)[O-] (stereo not given)
9: Cc1ccc(NC(=S)/C(=C(\[O-])c2ccc(C)c([N+](=O)[O-])c2)[n+]2ccccc2)cc1C
10: C=CCN(C(=O)c1cccc(C(F)(F)F)c1)C1(C(=O)Nc2ccccc2)CCN(C(C)C)CC1
compound no.	1	2	3	4	5	6	7	8	9	10
DTT redox prof	0.2	-4.5	-0.1	0.0	0.3	-0.2	-0.3	0.0	-4.8	-1.8
S1P3 antagonist	.	.	.	5	9	7	.	-9	.	3
SRC2 TRFRET art	1470	1619	1729	1606	1588	1742	1793	1360	1604	1587
PPARg SRC1 recr	1	-9	4	9	0	0	2	-2	5	-7
Lmaj promast	0	0	-4	0	-5	-7	2	-2	1	19
PPARg SRC3 recr	0	-2	-3	-18	-2	-8	10	3	6	3
bIAP inh	-2	3	7	19	14	10	5	1	-7	-24
TLR4 MyD88 comp	4	-7	-2	9	10	-28	-8	8	-2	-9
PPARg SRC-2 ag	0	1	3	-15	0	14	6	2	0	8
bIAP activator	1	1	0.9	0.8	0.9	0.9	0.9	1	1.1	1.2
ROMK mod	.	.	-0.9	1.8	.	.	.	-0.0051	.	-0.7

11: COC(=O)C1=C(C)C(c2ccc(OC)cc2OC)NC(=O)N1 (stereo not given)
12: COc1ccccc1NS(=O)(=O)c1cccc(NC(=O)Nc2ccc(Cl)cc2)c1
13: O=C(Nc1ccc2c(c1)OCCO2)C1CCCN(c2ncccn2)C1 (stereo not given)
14: Cc1cc(OC(C)C(=O)N/N=C/CC(C)c2ccccc2)ccc1Cl (stereo not given)
15: CC(C)(C)C(C(=O)O)N1CCS(=O)(=O)CC1 (stereo not given)
16: O=C(N/C=C/c1ccccc1)Nc1ccc(Cl)cc1
17: CCN1CCN(C(=S)Nc2ccsc2C(=O)OC)CC1
18: O=C(NC(=S)NNS(=O)(=O)c1ccc(Cl)cc1)c1cccnc1
19: CCNCc1ccc(OCc2cccs2)c(OCC)c1
20: CCOc1ccc(NC(=O)C2CCCN(S(=O)(=O)c3c(C)nn(C)c3C)C2)cc1 (stereo not given)
compound no.	11	12	13	14	15	16	17	18	19	20
DTT redox prof	-0.7	-0.9	0.1	0.2	-0.3	2.1	-0.6	-0.3	0.1	-1.4
S1P3 antagonist	-6	1	8	.	0	.	-1	12	4	-10
SRC2 TRFRET art	1588	1397	1631	1512	1635	1444	1479	1429	1530	1631
PPARg SRC1 recr	12	1	2	-2	9	-4	6	0	-2	4
Lmaj promast	-3	97*	-6	-1	-5	-8	7	-5	54*	-3
PPARg SRC3 recr	10	2	-5	-3	3	-1	3	-1	1	9
bIAP inh	13	3	-2	10	-1	8	6	-48	10	-2
TLR4 MyD88 comp	2	-10	8	2	0	2	-4	9	-13	2
PPARg SRC-2 ag	8	3	-4	1	13	3	1	0	4	10
bIAP activator	0.9	1	1	0.9	1	0.9	0.9	1.5	0.9	1
ROMK mod	-0.0066	-0.012	-0.072	0.5	0.52	.	1.8	0.011	-0.025	.

21: Cc1ccc2cc3c(nc2c1)N(Cc1ccco1)CC3
22: COc1ccc(NC(=O)Cn2c3ccccc3c3nc4n(c(=O)c32)CCS4)cc1
23: O=C(CN1CCN(Cc2ccccc2)CC1)N/N=C/C=C/c1ccco1
24: CC(C)(Oc1ccc(-c2ccco2)cc1)C(=O)O
25: CCc1ccc(S(=O)(=O)NCCc2cn3ccccc3n2)s1
26: COCCNC(=O)CN1c2ccccc2CC1C (stereo not given)
27: CCc1nnc(NC(=O)CSc2nnc(-c3cc4ccccc4cc3O)n2CCOC)s1
28: COc1ccc(/C(O)=C/Sc2nnc(Cc3ccccc3)o2)cc1
29: CCOc1ccc(S(=O)(=O)NCCC(=O)OCN2C(=O)c3ccccc3C2=O)cc1
30: COc1ccc(NC2=Nc3ccccc3N3C2=Nc2c(c(C)nn2-c2ccc(C)cc2)C3c2cccnc2)cc1 (stereo not given)
compound no.	21	22	23	24	25	26	27	28	29	30
DTT redox prof	-3.8	-0.1	0.3	-0.1	0.7	-0.6	-1.4	0.0	-1.2	1.7
S1P3 antagonist	31	-6	-8	.	5	6	9	.	-7	.
SRC2 TRFRET art	1493	1569	1570	1435	1479	1635	1386	1615	1393	1467
PPARg SRC1 recr	5	-5	4	-2	9	12	2	6	3	0
Lmaj promast	6	-3	-6	-8	-3	-3	-10	-23	-3	3
PPARg SRC3 recr	12	-1	4	-4	7	-3	-3	-1	9	-6
bIAP inh	12	-4	11	1	-13	-13	9	10	14	5
TLR4 MyD88 comp	-2	-3	-5	-8	-1	13	-7	-7	0	15
PPARg SRC-2 ag	-1	6	1	6	12	11	9	0	2	1
bIAP activator	0.9	1	0.9	1	1.1	1.1	0.9	0.9	0.9	1
ROMK mod	.	2.2	.	0.34	-0.94	0.2	.	-2.2	0.048	-1

31: Cc1cccc2sc(NC(=O)C3CCCN(S(=O)(=O)c4cccc5nonc45)C3)nc12 (stereo not given)
32: O=C(NC1CCCCC1)c1ccc(N2CCCC2=O)cc1
33: COC(=O)c1cn(C(=O)c2ccc(C)cc2)c2ccccc12
34: CCN(CC)c1ccc(NC(=O)Nc2cccc(C(C)=O)c2)cc1
35: COc1cc(CNn2nnnc2N)ccc1OCC(=O)NC(C)(C)C
36: Cc1cc2nc(C)n(CCCNC(=O)Nc3cccc4ccccc34)c2cc1C
37: CC(=O)N1c2c(cc(Br)cc2S(=O)(=O)N2CCN(C(=O)c3ccco3)CC2)CC1C (stereo not given)
38: Cc1nc(NC(=O)C2CCCC2)sc1Cc1ccc2c(c1)OCO2
39: CCOc1ccc2c(c1)c(N=Nc1cccc(C(=O)O)c1)c(O)n2C
40: O=S(=O)(Nc1ccc(Cc2ccncc2)cc1)c1ccc(Cl)s1
compound no.	31	32	33	34	35	36	37	38	39	40
DTT redox prof	2.6	-1.4	-0.9	-4.4	0.1	0.3	0.2	0.7	3.2	-0.7
S1P3 antagonist	.	10	-3	3	.	.	.	15	-7	-1
SRC2 TRFRET art	1478	1484	1348	1712	1483	1465	1566	1728	1716	1434
PPARg SRC1 recr	0	1	-2	3	-3	1	11	-3	1	1
Lmaj promast	0	-5	-6	4	-6	5	-3	-6	45	50
PPARg SRC3 recr	-5	-5	2	13	-3	-11	8	-1	2	1
bIAP inh	47	-1	0	12	12	-167	6	11	-21	-4
TLR4 MyD88 comp	-12	13	-4	-10	-4	9	-7	-7	3	13
PPARg SRC-2 ag	-3	5	-2	5	4	-1	4	-1	2	-2
bIAP activator	0.5	1	1	0.9	0.9	2.7*	0.9	0.9	1.2	1
ROMK mod	.	.	-0.17	-0.059	0.28	0.17	-0.56	0.42	0.76	.

Quoted from above, compounds 29–37
29: CCOc1ccc(S(=O)(=O)NCCC(=O)OCN2C(=O)c3ccccc3C2=O)cc1
30: COc1ccc(NC2=Nc3ccccc3N3C2=Nc2c(c(C)nn2-c2ccc(C)cc2)C3c2cccnc2)cc1 (stereo not given)
31: Cc1cccc2sc(NC(=O)C3CCCN(S(=O)(=O)c4cccc5nonc45)C3)nc12 (stereo not given)
32: O=C(NC1CCCCC1)c1ccc(N2CCCC2=O)cc1
33: COC(=O)c1cn(C(=O)c2ccc(C)cc2)c2ccccc12
34: CCN(CC)c1ccc(NC(=O)Nc2cccc(C(C)=O)c2)cc1
35: COc1cc(CNn2nnnc2N)ccc1OCC(=O)NC(C)(C)C
36: Cc1cc2nc(C)n(CCCNC(=O)Nc3cccc4ccccc34)c2cc1C
37: CC(=O)N1c2c(cc(Br)cc2S(=O)(=O)N2CCN(C(=O)c3ccco3)CC2)CC1C (stereo not given)
compound no.	29	30	31	32	33	34	35	36	37
DTT redox prof	-1.2	1.7	2.6	-1.4	-0.9	-4.4	0.1	0.3	0.2
S1P3 antagonist	-7	.	.	10	-3	3	.	.	.
SRC2 TRFRET art	1393	1467	1478	1484	1348	1712	1483	1465	1566
PPARg SRC1 recr	3	0	0	1	-2	3	-3	1	11
Lmaj promast	-3	3	0	-5	-6	4	-6	5	-3
PPARg SRC3 recr	9	-6	-5	-5	2	13	-3	-11	8
bIAP inh	14	5	47	-1	0	12	12	-167	6
TLR4 MyD88 comp	0	15	-12	13	-4	-10	-4	9	-7
PPARg SRC-2 ag	2	1	-3	5	-2	5	4	-1	4
bIAP activator	0.9	1	0.5	1	1	0.9	0.9	2.7*	0.9
ROMK mod	0.048	-1	.	.	-0.17	-0.059	0.28	0.17	-0.56

Next part
41: O=C(NC(C(=O)O)c1ccccc1)c1ccc(S(=O)(=O)N2CCOCC2)cc1 (stereo not given)
42: COC(=O)c1cc(NCc2c(F)cccc2Cl)ccc1N1CCOCC1
43: CCOC(=O)COc1ccc(S(=O)(=O)N2CCN(c3ccccc3)CC2)cc1
44: Cc1c(-c2ccc(F)cc2)[n+](=O)c2c(n1[O-])CCCCC2
45: COc1ccc(S(=O)(=O)N2CCCCC2)cc1NC(=S)Nc1cccc(Cl)c1C
46: CC1CCC(C(C)C)C(OC(=O)CSc2nnc(N)s2)C1 (stereo not given)
47: COc1ccc(/C=C\c2cc(OC)c(OC)cc2CC[N+](C)(C)C)cc1OC
48: CCNC(=O)CC1C(=O)N(c2ccc(F)cc2)C(=O)N1Cc1ccc(OC)cc1 (stereo not given)
49: O=C(NCN1C(=O)C2C3C=CC(C3)C2C1=O)Nc1nncs1 (stereo not given)
compound no.	41	42	43	44	45	46	47	48	49
DTT redox prof	0.1	-1.1	-0.3	-0.3	-0.6	2.4	-1.0	-1.0	2.9
S1P3 antagonist	-4	-11	12	-5	-8	.	5	.	-35
SRC2 TRFRET art	1382	1433	1554	1460	1773	1487	1579	1660	1487
PPARg SRC1 recr	-5	3	7	-5	7	8	0	10	-4
Lmaj promast	0	1	-9	-10	11	64*	-3	-6	-3
PPARg SRC3 recr	8	-10	4	2	8	-5	5	10	-6
bIAP inh	1	-1	7	-10	8	19	-8	11	12
TLR4 MyD88 comp	7	5	5	-10	0	-5	-8	5	-6
PPARg SRC-2 ag	-1	9	1	-2	1	4	2	8	-3
bIAP activator	1	1	0.9	1.1	0.9	0.8	1.1	0.9	0.9
ROMK mod	.	.	-0.5	-0.048	-0.77	.	0.19	.	.

Screening results: PubChem, several laboratories
